# GRP78 ERSR act: inducers of ER stress response in human glioma cells; U87-MG GRP78 promoter luciferase reporter, 16 h; Potency, µM, for the others: at the highest dose activation, hits mostly activators; actives 0.02% (n = 420,000); AID 602332; note: potency is the fitted concentration of half-maximal effect; series mostly up to about 76 µM; % of control where 0% means no effect; nearly all actives have a fitted effect of over 35% in size
#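 Stably transfected U87-MG glioma cells carrying a GRP78-based luciferase sensor; 16 h compound incubation. Luminescence end-point read 10 min after Bright-Glo addition at room temperature.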
# mIDH1 inhibitor: human IDH1 R132H inhibition; O75874; IDH1-R132H enzyme, NADPH consumption, diaphorase/resazurin fluorescence; Potency, µM (doses to about 76.6 µM), inactives show top-dose activity change, negative = inhibition, usual class: inhibitors; actives 0.093% (n = 390,000); AID 602179; note: potency is the fitted concentration of half-maximal effect; % is set by controls: 0 for no effect and ±100 for the full control effect; nearly all actives have a fitted effect of over 65% in size
# Target sequence (O75874 whole entry R132H, stated change not applied): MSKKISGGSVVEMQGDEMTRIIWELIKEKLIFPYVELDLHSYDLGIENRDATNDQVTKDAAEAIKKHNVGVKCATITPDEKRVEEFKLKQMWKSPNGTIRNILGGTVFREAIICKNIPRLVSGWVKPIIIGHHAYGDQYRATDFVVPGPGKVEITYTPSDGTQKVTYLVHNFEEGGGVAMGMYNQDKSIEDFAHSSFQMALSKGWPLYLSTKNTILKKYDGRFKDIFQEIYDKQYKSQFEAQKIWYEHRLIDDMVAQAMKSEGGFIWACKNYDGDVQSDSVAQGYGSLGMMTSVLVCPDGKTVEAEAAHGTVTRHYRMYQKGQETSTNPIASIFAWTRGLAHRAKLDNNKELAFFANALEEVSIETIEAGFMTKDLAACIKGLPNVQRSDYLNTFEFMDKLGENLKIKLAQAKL
#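 IDH1-R132H (0.5 ug/mL) preincubated 30 min with compound, then NADPH (0.016 mM) and alpha-KG (2 mM) added; 80 min at RT, pH 7.5. Remaining NADPH coupled via diaphorase/resazurin to fluorescence (540/590 nm); concentration-response curves normalized to no-enzyme control.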
# TrxR1 substrate: is turned over as a substrate by rat TrxR1; purified TrxR1 substrate turnover, NADPH consumption readout; AID 588456; actives 0.01% (n = 390,000); Potency, µM (titrated, usually from 114 µM), for the others: at the highest dose activity change, negative = substrate turnover; note: potency is the fitted concentration of half-maximal effect; % is set by controls: 0 for no effect and ±100 for the full control effect; nearly all actives have a fitted effect of over 50% in size
#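 Rat TrxR1, dispensed at 90 nM, was prereduced with 400 uM NADPH (final) for 5 min at ~22 deg C, then incubated with compound 15 min before 400 uM selenite. A first-read NADPH fluorescence drop versus no-compound background flagged substrates.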
# RGS4 inhibitor: human RGS4 inhibition; P49798; Transcreener GDP fluorescence polarization, RGS4-accelerated GTP hydrolysis; Potency, µM (series often up to 114 µM), inactives show at the highest dose activity change, negative = inhibition, usual class: inhibitors; actives 0.039% (n = 390,000); AID 504845; note: potency is the fitted concentration of half-maximal effect; % is set by controls: 0 for no effect and ±100 for the full control effect; nearly all actives have a fitted effect of over 75% in size; some results filed as inactive show a strong effect at the top dose
# Target sequence (P49798 whole entry, looked up): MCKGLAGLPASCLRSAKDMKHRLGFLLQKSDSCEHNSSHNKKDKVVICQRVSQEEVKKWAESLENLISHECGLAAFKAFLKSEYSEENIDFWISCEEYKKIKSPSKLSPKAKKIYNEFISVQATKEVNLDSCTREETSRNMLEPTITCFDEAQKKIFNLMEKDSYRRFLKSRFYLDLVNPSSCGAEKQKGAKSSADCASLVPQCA
#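 MLSMR compounds (23 nl, pin-transferred) preincubated 10 min at room temperature with a 500nM (2x) first reagent, then RGS4 at 900nM (2x) plus Transcreener GDP mix added; fluorescence polarization (620/688 nm) read before and after 90 min at 30 °C.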
# Vif-APOBEC3G blk: blocks the Vif interaction with human APOBEC3G; Q9HC16; HeLa A3G-eYFP + Vif (tagged APOBEC3G with the HIV-1 protein that degrades it), YFP fluorescence, overnight; Potency, µM (highest dose often 46.1 µM), for the others: top-dose activity, negative = active, hits mostly inhibitors; actives 0.076% (n = 410,000); AID 602310;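 note: potency is the fitted concentration of half-maximal effect; % is set by controls: 0 for no effect and ±100 for the full control effect; nearly all actives have a fitted effect of over 60% in size; hits raise eYFP signal because A3G escapes Vif-driven loss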
# Target sequence (Q9HC16 whole entry, looked up): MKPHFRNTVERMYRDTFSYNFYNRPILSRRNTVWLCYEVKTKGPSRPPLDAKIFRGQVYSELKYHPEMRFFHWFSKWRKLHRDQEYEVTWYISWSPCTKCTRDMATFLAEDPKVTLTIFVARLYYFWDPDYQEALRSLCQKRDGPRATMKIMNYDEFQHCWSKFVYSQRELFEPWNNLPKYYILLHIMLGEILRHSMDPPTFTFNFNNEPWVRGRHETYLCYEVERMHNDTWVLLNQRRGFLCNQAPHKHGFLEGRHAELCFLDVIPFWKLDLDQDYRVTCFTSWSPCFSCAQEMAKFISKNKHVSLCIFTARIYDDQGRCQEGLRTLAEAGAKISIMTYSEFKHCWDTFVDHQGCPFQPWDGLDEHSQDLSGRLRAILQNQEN
#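 HeLa cells stably expressing Vif and C-terminally eYFP-tagged A3G, seeded overnight at 37 deg C, then exposed to compound by pintool overnight at 37 deg C. Rise in yellow fluorescence (Ex 488/Em 500-530, Acumen) marks blocked Vif-driven A3G degradation.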
# USP1 inh: blocks the human USP1/UAF1 deubiquitinase complex | actives 0.23% (n = 390,000) | O94782 | Potency, µM (top dose mostly 57.1 µM), inactives show at the highest dose activity change, negative = inhibition, actives largely listed as inhibitors | AID 743255 | recombinant USP1/UAF1, Ub-Rhodamine cleavage fluorescence; note: potency is the fitted concentration of half-maximal effect; % is set by controls: 0 for no effect and ±100 for the full control effect; nearly all actives have a fitted effect of over 60% in size; inactives centre near -12
#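 1 nM enzyme complex + cpd, 15 min RT; start with Ub-Rho 150nM final; kinetic fluorescence ex 480/em 540, 6 reads q60 s. Buffer 50mM HEPES pH 7.8, 0.5mM EDTA, 0.1 mg/ml BSA, 1mM TCEP, 0.01% Tween-20.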
# Vif-A3F inh: inhibitors of Vif-A3F interaction; actives 0.2% (n = 390,000); HeLa A3F-eYFP + Vif (tagged APOBEC3F with the HIV-1 protein that degrades it), YFP fluorescence increase; Potency, µM (series often up to 46.1 µM), for the others: at the top dose activity, negative = active; AID 602313; note: potency is the fitted concentration of half-maximal effect; % of control where 0% means no effect; nearly all actives have a fitted effect of over 65% in size
#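 HeLa cells stably expressing Vif plus C-terminally eYFP-tagged A3F were seeded, incubated overnight at 37 deg C, dosed with compound, incubated overnight again at 37 deg C. Yellow fluorescence (Ex 488/Em 500-530) reported blocked Vif-mediated A3F-eYFP degradation.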
# LDHA inh: inhibitors of human lactate dehydrogenase A; P00338; purified LDHA, NADH/diaphorase-resazurin fluorescence; active compounds read low; activity change, % (values are at about 110 or 230 µM); actives 0.15% (n = 480,000); in the data active = activity change below about -30%; inconclusive = mostly about -25% to -30%;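 note: plate controls were DMSO wells for no effect and wells without enzyme for full effect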
#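 Human LDH5 (2 nM) was incubated with 0.06 mM NADH and 0.2 mM pyruvate for 5 min at room temperature in Tris pH 7.4. Remaining NADH was coupled through diaphorase/resazurin, and resorufin fluorescence was read at 0 and 20 min.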
# TrxR1 inh: rat TrxR1 inhibition. O89049. recombinant rTrxR1, NADPH fluorescence consumption, selenite substrate. Potency, µM (series often up to 114 µM), for the others: at the highest dose activity change, negative = inhibition, hits mostly inhibitors. actives 1% (n = 390,000). AID 588453; note: potency is the fitted concentration of half-maximal effect; % is set by controls: 0 for no effect and ±100 for the full control effect; nearly all actives have a fitted effect of over 65% in size
#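 Rat TrxR1 (90 nM in the dispensed reagent) was pre-reduced with 400 uM NADPH for 5 min at room temperature, then incubated with compound for 15 min. After 400 uM selenite was added, NADPH fluorescence (Ex 340/Em 450 nm) was followed for 8 min.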
# * hit, by the source's call; ? = inconclusive; / = not tested or not shown; & = joins results of further samples; [ ] = remark or other dose. Unless noted, calls come from the whole dose curve; as a rule, active = well fitted curve in the direction sought with a large enough effect; inconclusive = small, poorly fitted or top-dose-only effect, or another doubt; inactive = no such curve, though single readings can be large; an effect the other way counts as inactive or inconclusive. A portion of the library; rates above refer to the full screens.
SMILES,GRP78 ERSR act,mIDH1 inhibitor,TrxR1 substrate,RGS4 inhibitor,Vif-APOBEC3G blk,USP1 inh,Vif-A3F inh,LDHA inh,TrxR1 inh
CCOC(=O)c1c[nH]c(=O)c(Br)c1O,-4%,3%,-2%,-16%,0%,-19%,2%,-6,-4%
CCc1c(C)c2ccc3c(c2oc1=O)CN(Cc1ccccc1)CO3,-4%,-1%,/,-16%,0%,-21%,2%,-1,?
CC1CC(C)CN(c2oc(-c3ccccc3Cl)nc2C#N)C1 (stereo not given),-3%,7%,24%,17%,0%,-14%,5%,-11,4%
O=c1c(=Nc2ccccc2O)c(=O)c2ccccc12,2%,-1%,2%[57.1 µM],-33%,-1%,?,6%,4,19%[57.1 µM]
CCOC(=O)N1CCC(NC(=O)c2cnn(-c3ccc(F)cc3F)c2C2CCN(C(=O)OC(C)(C)C)CC2)CC1,-2%,-8%,-9%,16%,2%,-28%,1%,-3,-15%
CC(NC(=O)CC(c1ccccc1)c1cc(Cl)ccc1O)c1ccccc1 (stereo not given),-6%,-4%,-9%,-11%,-10%,-22%,3%,2,1%
CCCCN(CC)CCCNC(=O)c1ccc(CSc2nc3ccncc3[nH]2)cc1,-3%,0%,-10%,16%,1%,-17%,17%,-6,-12%
O=C(NCCN1CCN(C(=O)Nc2ccccc2)CC1)Nc1ccccc1,-4%,-1%,-1%,-11%,1%,2%,-2%,-6,4%
O=C1CCc2cc(S(=O)(=O)NCCC(=O)NC3CCCCC3)ccc2N1,-4%,-3%,-2%,33%,-1%,-30%,4%,-1,16%
COc1ccc2sc(C)nc2c1NC(C)=O,-3%,6%,7%[57.1 µM],-42%,0%,-9%,-19%,0,10%[57.1 µM]
CCCCNC(=O)N(O)C1N(/N=C/c2ccccc2F)C(=S)SC1(C)C (stereo not given),-2%,-2%,4%[57.1 µM],-23%,0%,-14%,7%,-1,8%[57.1 µM]
COc1cccc(S(=O)(=O)NCC(=O)N2CCCCCC2)c1,0%,-4%,4%,8%,-2%,-16%,2%,-2,16%
O=C(c1ccccc1)C1CCN(C(=O)Nc2ccccc2)CC1,10%,-12%,-5%,-17%,1%,-2%,-9%,-2,-5%
Cc1ccc(-n2ncc3c(NCCCc4ccccc4)ncnc32)cc1,5%,4%,2%[57.1 µM],19%,-2%,-2%,-1%,-1,8%[57.1 µM]
Cc1cccc(C(=O)NC2CCN(S(=O)(=O)c3ccccc3)CC2)c1,-3%,-1%,7%[57.1 µM],15%,0%,-24%,0%,-5,10%[57.1 µM]
O=C(CSc1nnc(-c2ccncc2)o1)Nc1ccc(F)c(F)c1,2%,-2%,3%,-12%,-9%,-25%,0%,-5,17%
CCOc1ccc(NC(=O)N2CCC(NC(=O)C(Cc3ccccc3OC)NC(C)=O)CC2)cc1 (stereo not given),-1%,32%[activator],4%,-15%,2%,-9%,8%,-12,19%
Cc1nc([N+](=O)[O-])cn1C(C)C,-1%,5%,-4%,22%,1%,-5%,2%,-8,23%[57.1 µM]
C(=C\c1nccc2c1[nH]c1ccccc12)/c1ccccc1,2%,4%,92%[activator][57.1 µM],-45%,?,?,?,-8,61%[activator]
C[C@@H](OC(=O)N1CCCCC1)[C@H]1O[C@]2(C)CCCC[C@H]1O2,-3%,-8%,12%[57.1 µM],26%,0%,-9%,0%,-10,19%[57.1 µM]
O=C(OCc1ccccc1)N1CCC2CC1c1cc(-c3ccccc3)ccc12 (stereo not given),0%,-10%,-2%,-5%,-1%,?,-6%,5,-4%
COc1cccc(NC(=O)CC2C(=O)OCCN2Cc2ccccc2)c1 (stereo not given),2%,3%,4%,-5%,-1%,2%,2%,2,0%
CCCC(=O)NC(=S)Nc1ccc(NC(=O)c2cccs2)cc1,-6%,2%,8%,-8%,-1%,-20%,-4%,-1,-10%
CN(C)c1ccc(C(CNC(=O)c2cccc(C(F)(F)F)c2)N2CCCC2)cc1 (stereo not given),-5%,14%,1%[57.1 µM],13%,2%,10%,0%,-4,6%[57.1 µM]
CN1CCN(NC(=O)Nc2cc(Cl)cc(Cl)c2)CC1,0%,-5%,2%,-1%,-1%,-11%,3%,-5,28%
O=C(OCc1nnc(-c2cccs2)o1)C1=NN(c2ccccc2)C(=O)CC1,1%,-7%,7%,13%,2%,-19%,-8%,1,10%
COC(=O)Nc1ccc(S(=O)(=O)NC2CCCCC2)cc1,-7%,-9%,4%,1%,-6%,-19%,-4%,-1,26%
CN(C)c1nc2c(c(=O)[nH]c(=O)n2C)n1Cc1ccc(F)cc1,-2%,2%,-2%,-8%,-3%,-12%,-11%,1,18%
COc1cc2c(cc1OC)C1C(C(=O)Nc3ccccc3N3CCN(C)CC3)c3ccccc3C(=O)N1CC2 (stereo not given),-3%,-2%,0%,0%,0%,-20%,-7%,-1,27%
COc1ccc(NC(=O)c2cc(C)no2)cc1Cl,-1%,0%,7%,-19%,-8%,?,6%,-2,19%

# Compound profiles, as listed above. Order of values: GRP78 ERSR act	mIDH1 inhibitor	TrxR1 substrate	RGS4 inhibitor	Vif-APOBEC3G blk	USP1 inh	Vif-A3F inh	LDHA inh	TrxR1 inh
# `COc1cccc(S(=O)(=O)NCC(=O)N2CCCCCC2)c1` reads 0%	-4%	4%	8%	-2%	-16%	2%	-2	16%
# `CC(NC(=O)CC(c1ccccc1)c1cc(Cl)ccc1O)c1ccccc1` (stereo not given) reads -6%	-4%	-9%	-11%	-10%	-22%	3%	2	1%

# Fetched one by one from above, six records:
SMILES,GRP78 ERSR act,mIDH1 inhibitor,TrxR1 substrate,RGS4 inhibitor,Vif-APOBEC3G blk,USP1 inh,Vif-A3F inh,LDHA inh,TrxR1 inh
COc1ccc(NC(=O)c2cc(C)no2)cc1Cl,-1%,0%,7%,-19%,-8%,?,6%,-2,19%
CCc1c(C)c2ccc3c(c2oc1=O)CN(Cc1ccccc1)CO3,-4%,-1%,/,-16%,0%,-21%,2%,-1,?
CCCCN(CC)CCCNC(=O)c1ccc(CSc2nc3ccncc3[nH]2)cc1,-3%,0%,-10%,16%,1%,-17%,17%,-6,-12%
O=C(c1ccccc1)C1CCN(C(=O)Nc2ccccc2)CC1,10%,-12%,-5%,-17%,1%,-2%,-9%,-2,-5%
COc1cc2c(cc1OC)C1C(C(=O)Nc3ccccc3N3CCN(C)CC3)c3ccccc3C(=O)N1CC2 (stereo not given),-3%,-2%,0%,0%,0%,-20%,-7%,-1,27%
C(=C\c1nccc2c1[nH]c1ccccc12)/c1ccccc1,2%,4%,92%[activator][57.1 µM],-45%,?,?,?,-8,61%[activator]

# The results go on:
SMILES,GRP78 ERSR act,mIDH1 inhibitor,TrxR1 substrate,RGS4 inhibitor,Vif-APOBEC3G blk,USP1 inh,Vif-A3F inh,LDHA inh,TrxR1 inh
Cc1ccc(C(=O)CCC(=O)OCC(=O)Nc2cc(S(=O)(=O)N(C)C)ccc2C)cc1,-3%,-4%,/,/,-1%,-11%,-4%,-1,/
Cc1ccc2[nH]c3c(c2c1)CN(C(=O)CN1CCN(c2cccc(C)c2C)CC1)CC3,-3%,-1%,-12%,-36%,-17%,-19%,-1%,19,-43%
O=C(OCc1nnc(-c2ccccc2)o1)c1ccc([N+](=O)[O-])s1,1%,13%,5%,4%,-1%,?,-1%,1,-25%
Cc1cc(C)c(S(=O)(=O)Nc2ccccc2C(=O)N2CCOCC2)c(C)c1,-3%,-2%,-3%,7%,4%,-11%,1%,-2,15%
CCOc1nc(CC(C)C)c2c(c1C#N)CC(C)(C)OC2,-3%,4%,-5%,-5%,-3%,-2%,-17%,-2,2%
Cc1ccc(N(C(=O)Cn2nnc(-c3cccs3)n2)C(C(=O)NC2CCCC2)c2ccncc2)cc1 (stereo not given),2%,6%,5%,-9%,-4%,-10%,-5%,3,20%
COc1ccccc1NC(=O)CCCCCN1C(=O)c2cccc([N+](=O)[O-])c2C1=O,-4%,10%,-14%,-2%,-1%,-2%,-3%,-5,-4%
COc1cc(C(CCN2CCOCC2)c2c(OC)cc(OC)c3c(-c4ccccc4)cc(=O)oc23)cc(OC)c1OC (stereo not given),-1%&-3%,-21%,-2%,-1%,-3%,-10%,0%,-1,-1%
N#CCc1c(C#N)c(N)nc(N2CCCC(O)C2)c1C#N (stereo not given),1%,6%,1%,-71%[56.9 µM],0%,-26%,2%,2,?
CCOc1ccc(C(=O)Nc2ccc(-n3nncc3-c3ccc(OC)cc3)cc2)cc1,-4%,-1%,-5%[57.1 µM],-4%,4%,-2%,-13%,-8,-2%[57.1 µM]
CSCC[C@@H](C(=O)NCc1cccs1)N1Cc2ccccc2C1=O,-4%,0%,3%[57.1 µM],4%,2%,-10%,1%,-10,16%[57.1 µM]
Cc1ccccc1CNC(=O)c1ccc(NC(=O)c2nsc3ccccc23)cc1,-6%,-16%,3%[57.1 µM],-1%,3%,-23%,-6%,3,17%[57.1 µM]

# Screens from PubChem.
